Screening data (PubChem)
Polio RdRp inh: poliovirus RNA polymerase inhibition. poliovirus polymerase elongation, fluorescence polarization; hits give low values. hit rate 0.66% among 150,000. AID 588519. P03300. % elongation, % (compound at 16.7 µg/mL); in the data active = % elongation below about 90%; note: some results filed as inactive read as strong as hits
Target sequence (P03300 1749-2209 limits assumed): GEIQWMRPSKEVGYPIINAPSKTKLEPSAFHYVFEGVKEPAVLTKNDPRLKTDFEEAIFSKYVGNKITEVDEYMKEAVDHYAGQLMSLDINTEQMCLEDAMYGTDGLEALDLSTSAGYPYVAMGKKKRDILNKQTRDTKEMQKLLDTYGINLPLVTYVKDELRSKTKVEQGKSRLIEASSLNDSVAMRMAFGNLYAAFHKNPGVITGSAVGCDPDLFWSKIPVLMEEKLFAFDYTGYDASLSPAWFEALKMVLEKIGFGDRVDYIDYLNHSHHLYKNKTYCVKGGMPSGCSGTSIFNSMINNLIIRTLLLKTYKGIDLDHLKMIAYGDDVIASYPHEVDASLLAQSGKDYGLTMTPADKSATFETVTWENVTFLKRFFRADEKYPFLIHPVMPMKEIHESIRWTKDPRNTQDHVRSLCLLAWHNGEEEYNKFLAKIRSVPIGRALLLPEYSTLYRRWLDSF
Polio RdRp inh FP z-score: recorded beside Polio RdRp inh, whose call it bears; z-score; measured here: FP z-score; hits read low
An asterisk follows results filed as active; & = joins results of further samples.

SMILES | Polio RdRp inh | Polio RdRp inh FP z-score
CC(=O)Nc1cccc(NC(=O)CSc2cn(CC(=O)N3CCCC3)c3ccccc23)c1 | 119.0 | 0.5
COc1ccc(N2CCN(c3cc(C)nc4nncn34)CC2)cc1 | 103.0 | -1.2
COc1ccc(NC(=O)Cn2nc(C)c3c(C)n(-c4ccccc4)nc3c2=O)cc1OC | 113.0 | 1
Cc1ccc(CNC(=O)CN2C(=O)C3(SCC(=O)N3c3ccc(F)c(F)c3)c3ccccc32)cc1 (stereo not given) | 105.0 | 0.1
COC(=O)[C@@]1(C#N)C(c2cc(OC)cc(OC)c2)[C@@H](C#N)N2c3ccccc3C=C[C@@H]21 (stereo not given in full) | 101.0 | 0
CCCNCCc1ccccc1 | 100.0 | -0.7
CC(=O)c1ccc(N2CCN(C(=O)Nc3ccc(C(C)C)cc3)CC2)cc1 | 113.0 | -0.2
CCOc1cc(-n2cnnn2)c(OCC)cc1NC(=O)c1cn(-c2ccc(F)cc2)nn1 | 101.0 | -0.2
O=c1c2ccccc2cnn1-c1nc2ccccc2[nH]1 | 107.0 | 0.5
CCCNc1nc2ccccc2n2c(C)nnc12 | 101.0 | -0.5
O=C1c2ccccc2C(=O)N1SSN1C(=O)c2ccccc2C1=O | 85.0* | -4.3*
CC(C)(CNC(=O)c1cc2ccccc2cc1O)N1CCOCC1 | 100.0 | -0.2
O=C(CSc1nnc(-c2cccs2)n1CC1CCCO1)c1ccc2[nH]c(=O)oc2c1 (stereo not given) | 107.0 | 0.4
CCC(CC)C(=O)N1CCN(Cc2ccccc2)CC1 | 101.0 | -0.3
CCNC(=O)COc1ccc(N(C)S(=O)(=O)c2ccc(Cl)cc2)cc1 | 100.0 | -0.2
COc1ccc(Cl)cc1NC=C1C(=O)OC2(CCCCC2)OC1=O | 101.0 | -0.4
CC(CN(C)C)CN1c2ccccc2CCc2ccccc21 (stereo not given) | 99.0&102.0 | 0&0.3
Cc1c(/C=N/NC(=O)Cc2cccs2)cc(C#N)n1C | 99.0 | -0.4
CC(NC(=O)c1ccc(Br)cc1)C1CCCO1 (stereo not given) | 105.0 | 1.4
COC(=O)c1ccccc1N(C)C(=O)c1cc2ccccc2oc1=O | 99.0 | -0.9
COc1ccc(-c2nc3c(c(SC)n2)COC(C)(C)C3)cc1 | 102.0 | 0.1
O=C(NCCc1ccccc1)C1CC(=O)N(CCc2ccccc2)C(=Nc2ccc(F)cc2)S1 (stereo not given) | 101.0 | -0.2
C#CCOC(=O)Nc1cnccc1C(F)(F)F | 99.0 | -0.6
CCC(CC)C(=O)N1CCN(c2ccccc2)CC1 | 99.0 | -0.8
Cc1ccccc1-n1c(SCc2nc(N)nc(N)n2)nc2sc3c(c2c1=O)CCCCC3 | 106.0 | 0.7
O=C(NCc1ccccc1Cl)c1cnc(N2CCCCC2)c2ccccc12 | 99.0 | -1.9
c1ccc(Nc2nnc(-c3ccc(-c4nc5ccccc5s4)s3)o2)cc1 | 101.0 | 0
O=C(c1cc(-c2ccccc2)n[nH]1)N1CC=C(c2ccccc2)CC1 | 102.0 | 0
NC(=O)N=Nc1c(O)[nH]c2ccccc12 | 102.0 | -0.6
COc1ccc(CNC(=O)c2cnn3c2NC(c2ccc(C)cc2)CC3C(F)F)cc1OC (stereo not given) | 102.0 | 0
COC(=O)c1cc2occc2n1Cc1cccc(C)c1 | 107.0 | 0.1
CCNC(=O)/C=C/c1ccc(Cl)c(Cl)c1 | 100.0 | -0.5
Clc1ncnc2[nH]ncc12 | 100.0 | -0.3
CCN(CC)c1nc(Nc2cc(C)ccc2C)nc(Nc2ccccc2OC)n1 | 100.0 | -0.2
COC(=O)c1ccccc1NC(=O)C(C)N(c1ccccc1)S(C)(=O)=O (stereo not given) | 102.0 | 0.7
COc1ccc(-c2nc(CSc3nc4ncccc4[nH]3)c(C)o2)cc1OC | 104.0 | -0.8
COc1ccc(NC(=O)c2cc(C)nc3c2c(C)nn3-c2cccc(Cl)c2C)c(OC)c1 | 102.0 | -1.4
O=C(Nc1ccc(-c2nc3ccccc3[nH]2)cc1)c1cc(-c2ccco2)nc2ccccc12 | 105.0 | 0.4
COc1ccc(N(CC(=O)N2CCN(c3cccc(OC)c3)CC2)S(=O)(=O)c2c(C)noc2C)cc1 | 105.0 | 0.2
CCOC(=O)C1CCN(C(=O)Cn2ncc3c4ccccc4n(Cc4ccc(F)cc4)c3c2=O)CC1 | 101.0 | -0.8
COc1ccc(-c2cn3nc(N4CCC(C(=O)Nc5cc(Cl)ccc5OC)CC4)sc3n2)cc1 | 110.0 | 0.7
Cc1ccc(NC(=O)Cn2nnc(C(=O)NCCc3ccccc3)c2N)cc1C | 113.0 | 0.7
O=C(Nc1ccccc1)C1CCN(S(=O)(=O)c2ccc3c(c2)CCCN3C(=O)C2CCC2)CC1 | 112.0 | 1.2
CCOc1ccc(C(=O)Nc2ccc3nc(SCc4ccccc4)sc3c2)cc1 | 111.0 | 1
Cc1cc(=O)n2nc(N3CCC(C(=O)NCc4ccc(F)cc4)CC3)sc2n1 | 107.0 | -0.2
COc1ccccc1Nc1nc(Nc2cccc(C(F)(F)F)c2)nc(N2CCOCC2)n1 | 99.0 | -0.5
CN=c1scc(-c2ccccc2)n1/N=C/c1ccsc1 | 100.0 | -0.4
COc1cccc(CNC(=O)CCCN2C(=O)COc3ccc(C)cc32)c1 | 103.0 | 0.3
COC(=O)CN1C(=S)N(c2ccccc2)C(=O)/C1=C/c1ccc(-c2ccc(Cl)cc2)o1 | 97.0 | -1
O=C(NCC(=O)N1CCCCC1)c1ccccc1 | 103.0 | 0.2
COc1ccc(CCNC(=O)c2ccc3c(c2)NC(=O)/C(=C\c2ccc(C)cc2)S3)cc1OC | 102.0 | -0.1
O=C(C1CCN(S(=O)(=O)c2cccc3nonc23)CC1)N1CCN(c2ccccc2)CC1 | 107.0 | 0.3
COC(=O)c1c(NC(=O)COc2ccc(C)cc2Br)sc2c1CCCC2 | 107.0 | 0.7
Cc1ccc(S(=O)(=O)Nc2ccccc2Oc2ccccc2)cc1 | 108.0 | 0.5
O=C(NC1(C(F)(F)F)C(=O)Nc2c1c(=O)[nH]c(=O)n2CCc1ccccc1)c1ccc(Cl)cc1Cl (stereo not given) | 105.0 | 0.3
CS(=O)(=O)N1CCN(S(C)(=O)=O)CC1 | 103.0 | 0.3
Oc1ccc2ccccc2c1CN1CCCC(C(F)(F)F)C1 (stereo not given) | 104.0 | 0.1
COc1ccc(Cn2ccc3nc(C)c(C(=O)Nc4ccc(F)cc4)cc3c2=O)cc1 | 99.0 | -1.4
Cc1ccc(CN(C)C(=O)c2cc3c(C)nn(-c4ccc(F)cc4)c3s2)o1 | 103.0 | 0.1
C=CCNc1nc2c([nH]c3ccccc32)s1 | 100.0 | -0.4

Carrying on.
SMILES | Polio RdRp inh | Polio RdRp inh FP z-score
O=C(O)c1cc(NNC(=S)NC2CCCCC2)ccc1Cl | 100.0 | -0.1
O=S(=O)(NC1CCN(Cc2ccccc2)CC1)c1cccs1 | 104.0 | 0.7
CCOC1CCCCC1NS(=O)(=O)c1ccc(Cl)cc1 (stereo not given) | 101.0 | -0.3
CCOc1ccc(-n2c(SCC(=O)c3ccccc3)nc3c([nH]c4ccccc43)c2=O)cc1 | 108.0 | 0.3
COc1ccc2c(c1)sc1ncc(C(=O)NCc3cccc(Cl)c3)c(=O)n12 | 110.0 | -0.1
CCc1ccc(NC(=O)N2CCCCC2C)cc1 (stereo not given) | 104.0 | 0.7
CC1SC(=NC(=O)c2ccco2)NC1=O (stereo not given) | 103.0 | 0.6
Cc1occc1-c1nnc(SCC(=O)N2CCCC(C)C2)n1CC1CCCO1 (stereo not given) | 103.0 | 0.2
CCOC(=O)/C(C#N)=C/Nc1nc2c(OC)cccc2s1 | 102.0 | 0.2
CCC(Cn1nnc2ccccc2c1=O)NC(=O)Nc1cc(Cl)ccc1OC (stereo not given) | 102.0 | -0.9
COc1ccc(NC(=O)c2ccc3c(c2)nnn3C2CCCC2)cc1Cl | 101.0 | -1.2
CN=C(Nc1ccc(C(=O)OC)cc1)c1ccccc1 | 103.0 | 0.1
CC(=O)Nc1ccc(-c2nc3ncccc3o2)cc1C | 104.0 | 1
O=C(OCC(=O)c1ccc[nH]1)c1ccc(-n2cnnn2)cc1 | 102.0 | -0.1
COc1ccc(C(N)=CC(=O)OC(C)(C)C)cc1 | 99.0 | -0.3
O=C(COc1ccc2oc(-c3ccco3)cc(=O)c2c1)NCc1ccccc1 | 89.0 | -5.1
O=C(c1ccccc1)c1ccc(Oc2ncccn2)cc1 | 106.0 | 0.8
COc1ccc(NC(=O)N2CCCC(C(N)=O)C2)cc1 (stereo not given) | 105.0 | 1.3
CCN1CCc2nc3ccccc3c(C(=O)O)c2C1 | 103.0 | 0.4
c1c2c(cc3sc(N4CCCC4)nc13)OCO2 | 103.0 | 1.5
COc1ccc(CN2CCC(C(=O)NCc3ccc(C)cc3)CC2)cc1 | 102.0 | -0.2
O=C(CCn1c(SCC(=O)c2ccc(F)cc2)nc2cc3c(cc2c1=O)OCO3)NCc1ccc2c(c1)OCO2 | 100.0 | -0.5
Cc1ccc(-c2csc3nnc(SCC(N)=O)n23)cc1 | 102.0 | 0.4
N#C/C(=C(/O)c1ccc(Br)s1)c1nc2ccccc2[nH]1 | 102.0 | 0.3
O=C(COC(=O)Cc1cccc2ccccc12)Nc1ccccc1F | 99.0 | -0.9
Cc1cc(Cl)ccc1NC(=O)C1CCN(S(=O)(=O)c2ccc3[nH]c(=O)ccc3c2)CC1 | 110.0 | 0.7
CC1CCCC(C)N1C(=O)Cn1nc(C(=O)O)c2ccccc2c1=O (stereo not given) | 98.0 | -0.8
Cc1cc(S(=O)(=O)NCC(c2ccco2)S(=O)(=O)c2ccccc2)ccc1F (stereo not given) | 105.0 | 0
CC(Sc1nnc(-c2ccc3c(c2)OCO3)o1)C(=O)N1CCc2ccccc2C1 (stereo not given) | 107.0 | 0.7
Cc1ccc(CNC(=O)CN(c2ccc(C)cc2)S(=O)(=O)c2c(C)nn(C)c2C)cc1 | 103.0 | -0.2
O=C(Cc1c[nH]c2ccccc12)OCC(=O)c1cc2ccccc2o1 | 117.0 | 2.4
Cc1n[nH]c(C)c1C(C)N (stereo not given) | 102.0 | 0.1
Cc1ccc(Cl)cc1N(C)C(=O)[C@H]1[C@@H]2C[C@@H]3[C@H]1C(=O)O[C@@H]3C2 | 103.0 | 0.3
COc1ccc2nc3sc(C(=O)N4CCCC4)c(N)c3cc2c1 | 51.0 | -10.3
CCOCC(=O)Nc1ccc(I)cc1 | 99.0 | -0.9
Cn1c(=O)c(=O)n(C)c2cc(S(=O)(=O)N3CCCC3C(=O)O)ccc21 (stereo not given) | 99.0 | -0.8
C=CCn1c(C)cc(-c2csc(NCc3ccccc3)n2)c1C | 116.0 | 2.4
CC(=O)c1ccc(NC(=O)CSc2nc(=O)n(Cc3ccncc3)c3c2CCC3)cc1 | 107.0 | 0.3
CCCCNC(=O)CN1C(=O)c2c(c3ccccc3n2C)C1c1ccc(OC)cc1 (stereo not given) | 112.0 | 1.1
CC(C)Cn1c(SCc2ccccc2)nnc1-c1ccncc1 | 100.0 | -0.5
CC(C)CC(=O)Nc1cccc2c1C(=O)N(c1ccccc1)C2=O | 102.0 | 0
Cc1ccc(-n2c(NN)nc3sc4c(c3c2=O)CCCC4)cc1 | 102.0 | 0.1
CC1(c2ccc(Br)cc2)NN=Cc2nc3ccccc3c(=O)n21 (stereo not given) | 107.0 | 0.4
Cc1ccc(-c2nsc(SCC(N)=O)n2)cc1 | 104.0 | 1.2
Cc1ccc2c(=O)c(C(=O)c3ccc(Cl)cc3)cn(CC(=O)NC3CCCCC3)c2n1 | 114.0 | 1.1

Laid out differently: results already given.
Screens in order: Polio RdRp inh	Polio RdRp inh FP z-score
> CC(C)CC(=O)Nc1cccc2c1C(=O)N(c1ccccc1)C2=O
  102.0	0
> Cc1ccc(-n2c(NN)nc3sc4c(c3c2=O)CCCC4)cc1
  102.0	0.1

Remaining list, next part:
SMILES | Polio RdRp inh | Polio RdRp inh FP z-score
COc1ccc(/C=C2/Sc3ccc(C(=O)NC4CCCc5ccccc54)cc3NC2=O)cc1OC (stereo not given) | 101.0 | -0.2
O=C1CC(NC23CC4CC(CC(C4)C2)C3)C(=O)N1Cc1ccc2c(c1)OCO2 (stereo not given) | 104.0 | 1
CCS(=O)(=O)c1ccccc1C(=O)Nc1nc2c(s1)CCCC2 | 102.0 | -0.2
Cc1c(C)c(C)c(CN2C(=O)c3ccccc3C2=O)c(C)c1C | 98.0 | -0.8
CN(C)S(=O)(=O)c1cccc(C(=O)Oc2ccccc2C#N)c1 | 95.0 | -1.4
Cc1nnc(C)n1/N=C\c1cccnc1 | 101.0 | 0
Cc1ccc(Nc2nc3ccccc3nc2-n2nc(C)cc2C)c(Cl)c1 | 104.0 | -0.5
Cc1nn(S(=O)(=O)c2ccc(F)cc2)c(C)c1S(=O)(=O)N1CCC(C)CC1 | 110.0 | 0.7

Quoted from the entries so far (14 entries):
SMILES | Polio RdRp inh | Polio RdRp inh FP z-score
CC(C)Cn1c(SCc2ccccc2)nnc1-c1ccncc1 | 100.0 | -0.5
CC(C)CC(=O)Nc1cccc2c1C(=O)N(c1ccccc1)C2=O | 102.0 | 0
Cc1ccc(-n2c(NN)nc3sc4c(c3c2=O)CCCC4)cc1 | 102.0 | 0.1
CC1(c2ccc(Br)cc2)NN=Cc2nc3ccccc3c(=O)n21 (stereo not given) | 107.0 | 0.4
Cc1ccc(-c2nsc(SCC(N)=O)n2)cc1 | 104.0 | 1.2
Cc1ccc2c(=O)c(C(=O)c3ccc(Cl)cc3)cn(CC(=O)NC3CCCCC3)c2n1 | 114.0 | 1.1
COc1ccc(/C=C2/Sc3ccc(C(=O)NC4CCCc5ccccc54)cc3NC2=O)cc1OC (stereo not given) | 101.0 | -0.2
O=C1CC(NC23CC4CC(CC(C4)C2)C3)C(=O)N1Cc1ccc2c(c1)OCO2 (stereo not given) | 104.0 | 1
CCS(=O)(=O)c1ccccc1C(=O)Nc1nc2c(s1)CCCC2 | 102.0 | -0.2
Cc1c(C)c(C)c(CN2C(=O)c3ccccc3C2=O)c(C)c1C | 98.0 | -0.8
CN(C)S(=O)(=O)c1cccc(C(=O)Oc2ccccc2C#N)c1 | 95.0 | -1.4
Cc1nnc(C)n1/N=C\c1cccnc1 | 101.0 | 0
Cc1ccc(Nc2nc3ccccc3nc2-n2nc(C)cc2C)c(Cl)c1 | 104.0 | -0.5
Cc1nn(S(=O)(=O)c2ccc(F)cc2)c(C)c1S(=O)(=O)N1CCC(C)CC1 | 110.0 | 0.7

Some of the compounds tested. The share of hits here may be higher or lower than overall.
